Chronic BCR inh: qHTS Assay to Find Inhibitors of Chronic Active B-Cell Receptor Signaling; hit rate 0.05% among 340,000; ABC-DLBCL IkBa-CBG/CBR reporter, luminescence ratio, 4 h; Potency, µM (series often up to 46.1 µM), for inactives: at the highest dose ratio change, negative = lower green/red ratio, usual class: inhibitors; active = well fitted inhibition curve with a large enough effect in the signal ratio, with a control signal flat, not every such curve was filed as active; inconclusive = small, poorly fitted or top-dose-only effect, or effect the other way, or a change in a side signal; the % refers to the signal ratio;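 also: potency is read from the fitted curve at half-maximal effect; plate controls were basal doxycycline-induced cells for no effect and cells given 10 µM MG132 for full effect; MG132 reads +100%, hits lower the ratio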
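Compounds up to 46 uM were incubated four hours with TMD8 cells whose green CBG68 luciferase is fused to IkappaBalpha; red CBR luminescence normalised the signal, and concentration-effect curves were fitted to fusion, red and ratio data.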
USP2a inh: qHTS Assay for Inhibitors of Ubiquitin-specific Protease USP2a Using CHOP2 as the Reporter; hit rate 0.01% among 330,000; Potency, µM (titrated, usually from 38.3 µM), inactives show top-dose activity change, negative = inhibition, actives largely listed as inhibitors; USP2 core, Ub-CHOP2 coupled fluorogenic reporter, 485/531;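 also: potency is read from the fitted curve at half-maximal effect; plate controls were DMSO wells for no effect and full inhibition by NEM control for full effect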
Target sequence (O75604 whole entry, looked up): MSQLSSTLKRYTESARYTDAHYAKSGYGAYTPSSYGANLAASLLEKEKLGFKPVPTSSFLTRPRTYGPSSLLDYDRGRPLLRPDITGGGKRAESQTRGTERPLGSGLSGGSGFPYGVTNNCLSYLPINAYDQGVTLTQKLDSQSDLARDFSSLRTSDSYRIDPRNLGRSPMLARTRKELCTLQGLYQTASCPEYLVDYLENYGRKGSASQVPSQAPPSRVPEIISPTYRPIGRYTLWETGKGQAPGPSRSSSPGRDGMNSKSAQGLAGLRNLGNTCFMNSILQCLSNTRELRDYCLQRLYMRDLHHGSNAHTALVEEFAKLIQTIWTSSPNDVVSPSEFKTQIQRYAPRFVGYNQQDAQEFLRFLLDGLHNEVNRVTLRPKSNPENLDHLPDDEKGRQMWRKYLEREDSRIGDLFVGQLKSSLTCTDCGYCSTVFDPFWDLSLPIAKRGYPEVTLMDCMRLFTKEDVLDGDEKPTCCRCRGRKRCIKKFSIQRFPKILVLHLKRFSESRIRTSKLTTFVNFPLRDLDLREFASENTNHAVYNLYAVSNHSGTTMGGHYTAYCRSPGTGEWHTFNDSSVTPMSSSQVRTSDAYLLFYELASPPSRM
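USP2 core (10nM final) preincubated 30min RT with compound in 20mM Tris-HCl pH 8.0, 2mM CaCl2, 2mM beta-mercaptoethanol, 0.05% CHAPS; 25nM Ub-CHOP2 plus 25nM reporter substrate added, fluorescence (Ex485/Em531) read after 60min.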
TSG101-PTAP inh: qHTS Assay for Iinhibitors of HIV-1 Budding by Blocking the Interaction of PTAP/TSG101 | Tumor susceptibility gene 101 protein (Homo sapiens), Q99816 | Fluorescence polarization, FITC-PTAP peptide / Tsg101 binding | Potency, µM (titrated, usually from 115 µM), without a hit: at the top dose activity change, negative = inhibition, most hits filed as inhibitors | 340,000 tested, under 10 active; active = well fitted inhibition curve with a large enough effect in the main read-out, with a control signal flat, not every such curve was filed as active; inconclusive = small, poorly fitted or top-dose-only effect, or effect the other way, or a change in a side signal; inactive = no such curve, though single readings can be large or run the other way; also: potency is read from the fitted curve at half-maximal effect; % of control where 0% means no effect
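Compounds were pin-transferred onto Tsg101 binding domain (10 uM final) in HEPES pH 7.5 buffer, then FITC-PTAP peptide was added at 50 nM final. After 20 min at RT, polarization reported peptide displacement across a qHTS concentration series.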
Tb PFK block: qHTS Assay to Find Inhibitors of T. brucei phosphofructokinase | hit rate 0.17% among 330,000 | T. brucei PFK, ADP-Glo luminescence | Potency, µM (series often up to 57.5 µM), for inactives: top-dose activity, negative = inhibition, actives largely listed as inhibitors | ATP-dependent 6-phosphofructokinase (Trypanosoma brucei brucei), O15648 | AID 485367, 2010;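 also: potency is read from the fitted curve at half-maximal effect; 0% = uninhibited 1x PFK enzyme wells and -100% = no-enzyme wells; nearly all actives have a fitted effect of over 60% in size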
Target sequence (O15648 whole entry, looked up): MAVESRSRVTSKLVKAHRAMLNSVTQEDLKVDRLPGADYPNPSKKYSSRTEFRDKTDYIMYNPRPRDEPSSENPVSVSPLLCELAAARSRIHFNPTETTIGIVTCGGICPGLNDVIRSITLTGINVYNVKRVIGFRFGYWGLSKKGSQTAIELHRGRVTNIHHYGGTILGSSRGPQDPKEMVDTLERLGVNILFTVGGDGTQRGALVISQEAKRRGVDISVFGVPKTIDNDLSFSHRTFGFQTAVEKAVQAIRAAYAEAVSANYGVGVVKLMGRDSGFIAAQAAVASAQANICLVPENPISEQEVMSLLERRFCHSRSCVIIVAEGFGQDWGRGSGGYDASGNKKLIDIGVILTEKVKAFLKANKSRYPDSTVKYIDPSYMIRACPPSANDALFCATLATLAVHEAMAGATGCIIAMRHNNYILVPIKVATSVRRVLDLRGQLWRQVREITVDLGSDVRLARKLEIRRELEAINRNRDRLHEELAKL
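Activity is normalized to no-enzyme wells (full inhibition) and 1.25 nM enzyme wells (no inhibition). Reaction: 0.5 mM F6P, 0.1 mM ATP, 45 min RT, ADP-Glo luminescence; concentration-response curves fitted and classed by quality.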
Eya2 inh: qHTS Assay for Inhibitors of the Phosphatase Activity of Eya2. Protein phosphatase EYA2 (Homo sapiens), O00167. hit rate 0.006% among 330,000. Potency, µM (top dose mostly 76.9 µM), inactives show at the highest dose activity, negative = inhibition, most hits filed as inhibitors. AID 488837, 2010. recombinant Eya2, OMFP fluorescence dephosphorylation (OMFP is methylfluorescein phosphate); also: potency is read from the fitted curve at half-maximal effect; % is scaled to controls: 0 for no effect and ±100 for the full control effect
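Eya2 (0.2 uM) preincubated 10 min at ambient with compound, then OMFP substrate added at 50 uM; 10 min reaction in 50 mM HEPES pH 7.5, 50 mM NaCl, 5 uM MgCl2, 0.05% BSA, 1 mM DTT. Fluorescence read at Ex 485/Em 525 nm.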
uPA surface inh: qHTS for Inhibitors of Cell Surface uPA Generation | Potency, µM (top dose mostly 38.3 µM), for inactives: top-dose activity change, negative = inhibition, actives largely listed as inhibitors | cell surface uPA generation assay, qHTS | hit rate 0.31% among 330,000; active = well fitted inhibition curve with a large enough effect; inconclusive = small, poorly fitted or top-dose-only effect; inactive = no such curve, though single readings can be large or run the other way; tested in mouse RAW 264.7 cells; also: potency is read from the fitted curve at half-maximal effect; % is scaled to controls: 0 for no effect and ±100 for the full control effect; nearly all actives have a fitted effect of over 55% in size
TCR activator: Activators of T cell receptors: qHTS campaign; AID 504894, 2011; Potency, µM (top dose mostly 9.22 µM), for inactives: at the highest dose activation of IL-2 secretion, actives largely listed as activators; 330,000 tested, under 10 active; primary human leukocytes, anti-CD3, IL-2 HTRF, 48 h; also: % of control where 0% means no effect
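Compounds are tested in HTS on primary human leukocytes co-incubated with a-CD3 beads for 48 hr. IL-2 output is measured by time-resolved FRET.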
ELG1 DNA repair: qHTS screen for small molecules that inhibit ELG1-dependent DNA repair in human embryonic kidney (HEK293T) cells expressing luciferase-tagged ELG1 | HEK293T ELG1-luciferase reporter, luminescence, 16 h; DNA damage induced by 5-fluorouridine | Potency, µM (titrated, usually from 46.1 µM), for the others: at the highest dose activity change, negative = inhibition, hits mostly inhibitors | hit rate 2.3% among 330,000 | AID 504467, 2011; also: potency is read from the fitted curve at half-maximal effect; % is scaled to controls: 0 for no effect and ±100 for the full control effect; nearly all actives have a fitted effect of over 55% in size
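Reporter activity after DNA damage by 5-fluorouridine is monitored. Compound-treated cells incubate 16 hr at 37 °C, then ONE-Glo is added for 30 min before luminescence reading.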
B2AR arrestin: qHTS assay of beta-arrestin-biased ligands of beta2-adrenergic receptor; Beta-2 adrenergic receptor (Homo sapiens), P07550; beta-arrestin recruitment to beta2AR, cell-based reporter; Potency, µM (top dose mostly 46.1 µM), for inactives: at the top dose activation, actives largely listed as activators; hit rate 0.02% among 330,000;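 also: potency is read from the fitted curve at half-maximal effect; 0% = DMSO controls and full agonism = EC100 isoproterenol or metaproterenol; nearly all actives have a fitted effect of over 65% in size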
Mito fusion yeast: qHTS Assay for Small Molecule Inhibitors of Mitochondrial Division or Activators of Mitochondrial Fusion; S. cerevisiae fusion-defective mutant growth rescue, CellTiterGlo 48 h; Potency, µM (highest dose often 46.1 µM), inactives show at the highest dose growth rescue (activation), most hits filed as activators; hit rate 0.23% among 320,000;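 also: potency is read from the fitted curve at half-maximal effect; % of control where 0% means no effect; nearly all actives have a fitted effect of over 45% in size; temperature-sensitive fusion mutants such as fzo1-1 at 37 °C on non-fermentable ethanol glycerol medium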
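S. cerevisiae fusion-defective temperature-sensitive mutants (e.g. fzo1-1, mgm1-5) grown 48 h at 37C in YPEG (ethanol/glycerol non-fermentable) medium with 23 nl compound per well; growth rescue read as CellTiterGlo luminescence.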
TSHR antag: Antagonists of the Thyroid Stimulating Hormone Receptor: HTS campaign; activity change, negative = inhibition, % at 11.5 µM; AID 504810, 2011; TSHR-expressing cells, TSH-stimulated cAMP HTRF, 2 h; active compounds read low; hit rate 0.2% among 330,000;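 active = activity change below a set negative limit, meaning inhibition stronger than a set level, cut at about -70% in these data; inconclusive = activity change between two set negative limits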; also: % is scaled to controls: 0 for no effect and ±100 for the full control effect
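Antagonism was scored as loss of TSH-driven cAMP in TSHR cells, stimulated with 4nM TSH (EC80) for 2 hours at 37 deg C and detected by homogeneous HTRF competition immunoassay.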
* marks the source's active call; other numbers are inactive results; ? = inconclusive; · = no result given; [ ] = dose if it differs, or a comment. Unless noted, calls follow the shape of the dose curve; as a rule, active = well fitted curve in the direction sought with a large enough effect; inconclusive = small, poorly fitted or top-dose-only effect, or another doubt; inactive = no such curve, though single readings can be large; an effect the other way counts as inactive or inconclusive.

SMILES | Chronic BCR inh | USP2a inh | TSG101-PTAP inh | Tb PFK block | Eya2 inh | uPA surface inh | TCR activator | ELG1 DNA repair | B2AR arrestin | Mito fusion yeast | TSHR antag
Nc1ccc(Br)cc1C(NCC(=O)O)c1ccccc1 (configuration not stated) | -2% | 1% | -7% | 0% | 4% | 3% | 2% | 11% | 0.2% | 15% | -8
CC(NS(=O)(=O)c1ccc2[nH]c(=O)c(=O)[nH]c2c1)C(=O)O (configuration not stated) | 0% | 0% | -2% | 1% | 11% | -3% | · | 19% | -0.8% | 3% | -4
COc1ccc(CC(=O)Nc2cc(S(=O)(=O)Nc3ccc(OC)cc3)ccc2OC)cc1 | 0% | -3% | -13% | -2% | 5% | 3% | -8% | ? | -0.3% | · | ·
O=C1NC[C@@H](c2ccccc2)OC(=O)[C@H](Cc2ccc(F)cc2)C/C=C\C[C@@H]1CC(=O)N(CCO)Cc1ccccc1 | ? | -8% | -16% | 0% | -16% | ? | -33% | -18% | -1.6% | · | 9
O=C(c1ccco1)N1CCN(c2ccccc2F)CC1 | 7% | 1% | -1% | -8% | -26% | 0% | -6% | ? | 0.2% | -2% | 3
NC(=O)c1sc2nccc(Nc3ccccc3)c2c1N | -4% | 0% | -4% | 1% | -30% | -1% | 7% | ? | -0.1% | -14% | -5
CCC1(c2ccc(Cl)cc2)NC(=S)N(c2ccc(C)cc2)N1 (configuration not stated) | ? | 1% | -4% | -6% | 10% | -1% | 2% | ? | 4.4% | ? | 1
CCCSc1ncc(Cl)c(C(=O)Nc2ccc(S(=O)(=O)Nc3ncccn3)cc2)n1 | 9% | -2% | -4% | -5% | 1% | 1% | -1% | ? | 6.4% | 11% | 15
C/C(=N\NC(=O)C1CC1)c1cccs1 | 2% | 4% | -1% | -4% | -3% | -1% | 0%[46.1 µM] | 12% | -2.3% | 9% | 3
COc1nc2c(C)cccc2cc1-c1noc(-c2ccncc2)n1 | 2% | -2% | · | -1% | 7% | · | · | 17% | -1.2% | -1% | 22
CCS(=O)(=O)c1ccc2oc(SCC(=O)NC(C)C3CC4CCC3C4)nc2c1 (configuration not stated) | -34% | 0% | -4% | -4% | -3% | 3% | -10% | ? | 0.0% | 0% | -3
O=C1CC(c2ccccc2)CN1C(=O)c1cccnc1 (configuration not stated) | 4% | 0% | -8% | 14% | -6% | -1% | -8% | 9% | 0.4% | -1% | -11
CC(C)OCCCNC(=O)C1CCN(S(=O)(=O)N2CCCC2)CC1 | 0% | 2% | -5% | 1% | -7% | 13% | -4% | 16% | 3.7% | 6% | 10
COC(CNC(=O)c1ccc2c(c1)nc(C)n2-c1ccc(F)c(F)c1)OC | ? | 1% | · | -5% | -3% | 15% | -4%[46.1 µM] | 7% | 0.3% | 3% | 16
O=C1c2ccccc2NC(c2ccc(F)cc2)N1Cc1ccco1 (configuration not stated) | -2% | 0% | -9% | -3% | -2% | -10% | 0% | -25% | -0.7% | 1% | -12
CCCCNCCOCCOc1ccccc1-c1ccccc1 | 0% | 4% | -2% | -1% | 0% | -2% | 1%[46.1 µM] | -14% | -0.6% | -8% | 15
O=C(Nc1ccc2c(c1)OCO2)c1ccc(COc2ccc3c(c2)CCC3)o1 | -3% | 0% | -4% | 2% | -21% | -3% | · | ? | -0.2% | 13% | -2
Cc1ccc(CCc2nnc(SCC(=O)Nc3cccc(Cl)c3)n2-c2ccccc2)o1 | 2% | -3% | 1% | -18% | -4% | 4% | 2%[46.1 µM] | 6% | -0.1% | -3% | 12
Cc1cc(-c2nnc(CCC(=O)NCC(C)c3ccccc3)o2)no1 (configuration not stated) | ? | 0% | -1% | -20% | 4% | 1% | 0% | 2% | -0.2% | 3% | 5
Cc1nn(C)c(C(=O)N/N=C/c2cc3c(cc2Br)OCO3)c1Br | 0% | 1% | 0% | -2% | 1% | -1% | -4%[46.1 µM] | -3% | -0.5% | -12% | -6
Cc1nc2scc(-c3cccs3)c2c(=O)o1 | 3% | -2% | -5% | 2% | 13% | 6% | 2% | -6% | 0.1% | -3% | -4
O=C(c1ccc(Cl)cc1)N(Cc1ccccc1F)N1C(=O)CCCC1=O | 9% | 3% | -3% | 4% | -19% | 0% | 0% | 7% | 0.1% | -2% | 11
Cc1ccccc1NCC(=O)N/N=C/c1c[nH]c2ccccc12 | -1% | -5% | -8% | -11% | 4% | -22% | -4% | 7% | -0.2% | 4% | -1
O=C(NCc1cccs1)c1ccc2c(c1)ncn2C1CCCC1 | -15% | 0% | -8% | 0% | 11% | -14% | 3% | 10% | -0.6% | 6% | -7
CCCCC(=O)Nc1ccc(NC(=O)c2ccc([N+](=O)[O-])cc2Cl)cc1OC | -1% | 1% | -4% | 5% | 0% | 5% | 5%[46.1 µM] | -6% | 2.1% | -1% | 18
c1ccc2nc3[nH]cnc3nc2c1 | ? | 0% | -9% | 1% | -13% | 11% | · | 12% | 0.0% | 2% | -3
CCN(CC)S(=O)(=O)c1cccc(C(=O)Nc2cc3oc4ccccc4c3cc2OC)c1 | 7% | 0% | 2% | -3% | -3% | -6% | -2% | ? | -0.6% | 4% | 5
O=C(O)CCCn1cc(NC(=O)COc2cc(F)ccc2[N+](=O)[O-])cn1 | 7% | 1% | -4% | -8% | -15% | 3% | 11% | · | 0.0% | 5% | -12
COc1ccc(CCNC(=O)C2(C)CCC(=O)N2Cc2ccc3c(c2)OCO3)cc1OC (configuration not stated) | 1% | 4% | -1% | -3% | 3% | 9% | -6%[46.1 µM] | 9% | -0.9% | 6% | 18
O=S(=O)(c1ccccc1)N1CCC(O)(CSc2ccc(F)cc2)CC1 | 2% | -1% | 0% | 0% | -2% | 2% | 1% | ? | 0.0% | -3% | -12
Cc1ccc(N2CCN(/N=C/C=C/c3ccccc3)CC2)cc1 | 7% | -1% | 0% | 0% | 6% | -4% | 1%[46.1 µM] | 13% | -0.4% | -1% | 0
Cc1cc(SCNC(=O)c2ccccc2)ncn1 | 2% | 0% | -9% | 0% | -20% | 4% | -28% | -2% | 0.1% | -1% | -8
CC1CN(C(=O)c2ccccc2)OC(c2ccc3c(c2)OCO3)O1 (configuration not stated) | ? | -2% | -6% | -4% | 11% | 10% | -1% | 17% | 0.5% | 3% | 68
O=C(Cc1ccccc1)NNC(=O)c1cccs1 | 1% | 2% | -5% | -6% | 14% | 3% | -2% | 13% | -0.6% | -2% | 2
O=C(NCCN1C(=O)S/C(=C/c2ccccc2)C1=O)C1CC(=O)N(Cc2ccccc2)C1 (configuration not stated) | ? | -1% | 0% | -2% | -4% | -8% | -8% | -16% | 0.5% | 0% | -12
COc1cc(OC)cc(C(=O)NN(CCC#N)C2=NS(=O)(=O)c3ccccc32)c1 | 2% | -7% | -2% | 1% | -4% | 1% | -2% | 10% | -0.5% | 0% | -4
COc1ccc(-c2nnc(SCC(=O)Nc3cccnc3Cl)n2C)cc1 | ? | 3% | -1% | 3% | 4% | 12% | 2% | 29% | 0.2% | 2% | 1
Cc1ccc(CC2CC(=O)N(c3cc(Cl)ccn3)C2=O)cc1 (configuration not stated) | 0% | 2% | 0% | 0% | 9% | 0% | 2% | ? | -0.7% | -1% | 0
O=C(Cn1nc(-c2ccccc2)ccc1=O)Nc1ccc(N2CCN(C(=O)c3cccs3)CC2)cc1 | ? | 7% | 1% | 28% | ? | -10% | 4% | -8% | -0.2% | -6% | -3
C=CCNC(=S)N1CCN(c2ccc([N+](=O)[O-])cc2)CC1 | -4% | -1% | -3% | -17% | 0% | -1% | 0%[46.1 µM] | -22% | -0.4% | -2% | 4
